FBA Mtb inh: inhibitors of M. tuberculosis fructose-bisphosphate aldolase. actives 2.3% (n = 360,000). inhibition, % at 1 µM. purified M. tuberculosis FBA, fluorescence read-out. P9WQA3; in the data active means inhibition above about 27%;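 further: 0% = vehicle and 100% = reference inhibitor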
Mtb UGM inh: inhibitors of M. tuberculosis UDP-galactopyranose mutase | actives 0.06% (n = 320,000) | P9WIQ1 | purified UGM, fluorescence polarization probe displacement | inhibition, % at 10 µM; in the data active means inhibition above about 10%, passing the limit was not always enough
MazF activator: activators of E. coli MazEF toxin-antitoxin RNase; FAM/BHQ RNA-DNA oligo cleavage fluorescence, 5 h; actives 0.32% (n = 350,000); activation, % at 20 µM; in the data active means activation above about 50%
Rv3671c inh: Rv3671c (M. tuberculosis) protease inhibition. P9WHR9. inhibition, % at 5.96 µM. actives 0.048% (n = 320,000); in the data active means inhibition above about 38%;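 further: extracellular domain of Rv3671c used as enzyme; 0% = enzyme with DMSO and 100% = no enzyme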
Target sequence (P9WHR9 whole entry, looked up, the tested form may be a part): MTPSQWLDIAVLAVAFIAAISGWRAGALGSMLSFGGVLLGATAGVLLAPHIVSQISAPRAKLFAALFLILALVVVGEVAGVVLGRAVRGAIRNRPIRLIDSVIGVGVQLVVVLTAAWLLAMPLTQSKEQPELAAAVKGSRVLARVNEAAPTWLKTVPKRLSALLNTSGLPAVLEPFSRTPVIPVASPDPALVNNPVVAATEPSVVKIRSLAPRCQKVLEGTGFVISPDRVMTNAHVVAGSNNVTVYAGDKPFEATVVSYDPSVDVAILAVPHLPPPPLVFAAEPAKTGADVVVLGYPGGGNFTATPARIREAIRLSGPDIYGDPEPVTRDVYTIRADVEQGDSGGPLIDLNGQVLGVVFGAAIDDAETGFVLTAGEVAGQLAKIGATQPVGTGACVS
SSB-PriA inh: K. pneumoniae PriA-SSBct interaction inhibition | AlphaScreen SSBct-PriA binding, biotinylated peptide | inhibition, % at 33 µM | actives 0.6% (n = 430,000); in the data active means inhibition mostly above about 37%, no sharp cut-off; inactive means mostly below about 20%;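 further: plate controls were negative control peptide for no effect and reference peptide for full effect; strong numbers were not always called active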
VHR inh abs: DUSP3 (human) phosphatase inhibition; recombinant VHR phosphatase, pNPP absorbance; inhibition, % at 13.3 µM; actives 0.52% (n = 290,000); P51452; AID 1654; in the data active means inhibition above about 50%; further: some compounds called inactive have numbers as strong as hits
Target sequence (P51452 whole entry, looked up): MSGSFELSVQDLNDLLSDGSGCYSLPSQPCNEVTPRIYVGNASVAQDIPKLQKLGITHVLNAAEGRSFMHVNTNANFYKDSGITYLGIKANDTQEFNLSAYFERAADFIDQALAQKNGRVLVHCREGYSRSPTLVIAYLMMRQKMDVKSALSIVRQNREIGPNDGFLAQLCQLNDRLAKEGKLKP
Vc quorum ag: induces V. cholerae light production without autoinducers | activation, % at 18.7 µM | actives 0.16% (n = 350,000) | V. cholerae BH1578 lux reporter, luminescence, 6 h | AID 588436; in the data active means activation mostly above about 9.7%, no sharp cut-off; further: not every result past the cut was called active; inactives centre near 0; reference of the scale not given here
3CLpro inhibitor: SARS-CoV 3CLpro protease inhibition | recombinant SARS-CoV 3CLpro, quenched FRET peptide cleavage | actives 0.14% (n = 290,000) | inhibition, % at 6 µM | P0C6X7; in the data active means inhibition above about 12%
Mtb BioA inh: BioA (M. tuberculosis) enzyme inhibition; purified M. tuberculosis BioA enzyme, plate reader; inhibition, % at 9.99 µM; actives 0.096% (n = 360,000); in the data active means inhibition above about 40%
GDH-TPI inh: GDH-TPI coupled enzyme inhibition counter-screen; GDH-TPI coupled enzyme counterscreen, NADH absorbance; inhibition, % at 4.8 µM; actives 1.2% (n = 360,000); in the data active means inhibition above about 30%;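 further: 0% = DMSO wells and 100% = wells lacking the enzyme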
Active calls of the source: *; i = inactive; / = no result given; & = joins results of further samples. Some of the compounds tested, so the mix of outcomes need not match the whole.

SMILES	FBA Mtb inh	Mtb UGM inh	MazF activator	Rv3671c inh	SSB-PriA inh	VHR inh abs	Vc quorum ag	3CLpro inhibitor	Mtb BioA inh	GDH-TPI inh
CCOC(=O)c1cc2cc(OC)ccc2[nH]1	41*	1.1	-7	-3	-2	19	-3.2	2	-1.8	5
COc1cccc(Cn2nnc(C(=O)NCc3ccc(F)cc3)c2N)c1	-3	-0.5	-1	2	0	38	-0.4	-4	-1.2	4
C=CCOC(=O)C1=C(C)NC(SCC(=O)Nc2nccs2)=C(C#N)C1c1ccc(Cl)cc1 (centres undefined)	2	-2.2	-6	-11	-19&-1	0	i	6	0.9	17
CCOC(=O)C1=NN(C(C)=O)C2(CC(=O)N(c3cccc(C)c3)C2=O)C1 (centres undefined)	-7	-0.7	-5	4	-32	7	-0.3	3	/	1
Cc1ccc(-c2n[nH]c(=S)n2/N=C/C=C\c2ccccc2[N+](=O)[O-])cc1	12	-4.9	-5	3	/	3	4.5	1	/	-7
Cc1ccc(C(=O)O)cc1NC(=O)C1=CSCCO1	4	2.4	-19	-5	3	2	-0.3	-5	-2.6	0
Cc1ccc(C)c(NS(=O)(=O)c2ccc(OCC(=O)N3CCOCC3)cc2)c1	1	-0.6	-1	9	-8	9	i	0	1.4	-11
O=[N+]([O-])c1nn(-c2cccc(Cl)c2)n(O)c1=NCc1cccnc1	-2	1.6	-10	0	7	4	0.5	0	/	9
CCN(CCNCC(O)COCc1ccc(Cl)cc1)c1cccc(C)c1 (centres undefined)	1	-2.2	3	6	17	5	-0.9	4	/	0
CCn1c(-c2cc(-c3ccccc3OC)nc3ccccc23)n[nH]c1=S	3	-0.4	0	-12	-7	7	-0.4	11	0.7	4
Cc1cc(-c2csc(N)n2)c(C)n1CCc1ccccc1	-1	-0.2	10	-9	1	27	-0.6	-2	0.2	-3
Cc1ccc(-n2nnnc2C(Cl)(Cl)c2nnnn2-c2ccc(C)cc2)cc1	-3	-0.5	-2	-23	14	17	-0.9	4	/	-7
CCOc1ccccc1N(C(=O)c1ccco1)C(C(=O)NC1CCCC1)c1cccs1 (centres undefined)	-6	1.2	11	-13	2	63	i	-2	0.5	-13
COc1cccc(C(=O)N2CCC(C(=O)NCc3ccc(C)cc3)CC2)c1	1	-0.6	-3	-2	-6	-4	0.4	2	/	8
CC(C)CN(CC(C)C)C(=O)CC(=O)NC(=O)c1ccc(Cl)cc1	-1	1.7	1	5	-8	43	/	-1	0.7	-12
Cc1ccc(C(=O)NCc2ccco2)cc1S(=O)(=O)Nc1cccc(C)c1C	1	-0.4	-31	4	24	10	-0.4	-2	0.4	-2
CC(C)c1ccc(C(=O)NNC(=O)c2ccncc2)cc1	3	2.0	3	-7	-7	7	i	2	-1.4	11
CCOC(=O)C1=C(c2ccccc2)O/C(=C(/C(=O)OC)C(F)(F)F)S1	0	0.9	-3	-9	-5	9	i	-4	-1.9	2
CCCCNC(=O)C1(C)CCCCN1C(=O)c1ccc2c(c1)CCO2 (centres undefined)	2	/	/	/	/	/	i	/	0.6	6
COc1ccc(C2CC(c3ccc(Cl)cc3Cl)n3nc(N)nc3N2)cc1 (centres undefined)	0	-1.6	4	3	15	12	-0.2	7	-0.1	-4
CCOP(=O)(OCC)C(NC(C)=O)C(Cl)(Cl)Cl (centres undefined)	2	1.1	3	4	-2	28	-0.4	-2	-0.9	12
O=C(NCCCN1CCOCC1)C(=O)NCCc1ccccc1	1	5.1	3	2	-2	37	/	0	/	-1
CCOC(=O)N1CCC(N(CCN(C)C)C(=S)Nc2cccc(OC)c2)CC1	-3	-1.0	0	-8	-11	4	i	3	-2.2	0
Cc1c(C(=O)N2CCOCC2)cc(C(C)(C)C)n1-c1ccccc1	6	2.0	0	1	-1	32	-0.9	3	/	5
CCCC(=O)Nc1ccc2c(c1)nc1n2CCSC1	5	3.3	-1	-8	-4	4	-5.0	2	0.2	-1
O=C(Cc1ccccc1)CC(CC(=O)c1ccccc1)c1ccccc1 (centres undefined)	0	/	-3	/	/	/	0.5	/	-0.9	11
COc1ccc(C(CNC(=O)CNC(=O)c2cccc(C)c2)N2CCCCC2)cc1 (centres undefined)	1	/	4	/	0	/	i	/	2.0	1
Cc1sc(NC(=O)c2ccco2)c(CN2CCC(C)CC2)c1C	2	-0.4	-5	9	-22	19	-4.5	4	0.4	20

Entries listed so far containing a carbonyl joined to an NH by a bond outside any ring (14):
SMILES	FBA Mtb inh	Mtb UGM inh	MazF activator	Rv3671c inh	SSB-PriA inh	VHR inh abs	Vc quorum ag	3CLpro inhibitor	Mtb BioA inh	GDH-TPI inh
COc1cccc(Cn2nnc(C(=O)NCc3ccc(F)cc3)c2N)c1	-3	-0.5	-1	2	0	38	-0.4	-4	-1.2	4
C=CCOC(=O)C1=C(C)NC(SCC(=O)Nc2nccs2)=C(C#N)C1c1ccc(Cl)cc1 (centres undefined)	2	-2.2	-6	-11	-19&-1	0	i	6	0.9	17
Cc1ccc(C(=O)O)cc1NC(=O)C1=CSCCO1	4	2.4	-19	-5	3	2	-0.3	-5	-2.6	0
CCOc1ccccc1N(C(=O)c1ccco1)C(C(=O)NC1CCCC1)c1cccs1 (centres undefined)	-6	1.2	11	-13	2	63	i	-2	0.5	-13
COc1cccc(C(=O)N2CCC(C(=O)NCc3ccc(C)cc3)CC2)c1	1	-0.6	-3	-2	-6	-4	0.4	2	/	8
CC(C)CN(CC(C)C)C(=O)CC(=O)NC(=O)c1ccc(Cl)cc1	-1	1.7	1	5	-8	43	/	-1	0.7	-12
Cc1ccc(C(=O)NCc2ccco2)cc1S(=O)(=O)Nc1cccc(C)c1C	1	-0.4	-31	4	24	10	-0.4	-2	0.4	-2
CC(C)c1ccc(C(=O)NNC(=O)c2ccncc2)cc1	3	2.0	3	-7	-7	7	i	2	-1.4	11
CCCCNC(=O)C1(C)CCCCN1C(=O)c1ccc2c(c1)CCO2 (centres undefined)	2	/	/	/	/	/	i	/	0.6	6
CCOP(=O)(OCC)C(NC(C)=O)C(Cl)(Cl)Cl (centres undefined)	2	1.1	3	4	-2	28	-0.4	-2	-0.9	12
O=C(NCCCN1CCOCC1)C(=O)NCCc1ccccc1	1	5.1	3	2	-2	37	/	0	/	-1
CCCC(=O)Nc1ccc2c(c1)nc1n2CCSC1	5	3.3	-1	-8	-4	4	-5.0	2	0.2	-1
COc1ccc(C(CNC(=O)CNC(=O)c2cccc(C)c2)N2CCCCC2)cc1 (centres undefined)	1	/	4	/	0	/	i	/	2.0	1
Cc1sc(NC(=O)c2ccco2)c(CN2CCC(C)CC2)c1C	2	-0.4	-5	9	-22	19	-4.5	4	0.4	20

Source: PubChem
